SMARCA2 activ: SMARCA2 function activation, primary screen | activation, % at 9.1 µM | hit rate 1% among 370,000 | MG213 cells, MMTV-luciferase reporter, dexamethasone, overnight | AID 652017; in the data active = activation above about 7.8%;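 note: 0% = vehicle wells and 100% = reference activator wells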
mABHD4 FP: inhibitors of mouse ABHD4 | hit rate 0.54% among 370,000 | AID 720543 | inhibition, % at 8.92 µM | purified mABHD4, FP-Rh probe fluorescence polarization;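 active = inhibition exceeding the mean over every tested compound plus 3 SD, cut at about 30% in these data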;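 note: 0% = plate median of compound wells and 100% = S159A mutant with DMSO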
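Assay system: mouse ABHD4 enzyme, wild type / Also added: fluorescent activity-based probe FP-Rh / Doses: single nominal dose of 8.92 µM, 0.89% DMSO final / Timing: 45 min compound pre-incubation plus 60 min probe step, 25 °C / Signal: FP readout, ex 525 nm / em 598 nm / Control set: S159A mutant/DMSO as 100%, compound-well median as 0%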
rCAG binder: molecules binding r(CAG) RNA repeats. r(CAG) RNA repeat, TO-PRO-1 dye displacement fluorescence. inhibition, % at 3 µM. hit rate 1.3% among 370,000. AID 651821;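 active = inhibition above the plate cutoff, the mean of all test compounds on that plate plus 3 SD, cut at about 35% in these data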;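 note: 0% = DMSO alone and 100% = 100 µM mitoxantrone as full dye displacement; higher means more dye released from RNA so lower well fluorescence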
NR1D1 modulator: modulators of human Rev-erb alpha DNA binding | Rev-erbα–FITC-DNA binding, fluorescence polarization, 90 min | activity, % at 10 µM | hit rate 0.79% among 370,000 | AID 1259318;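 active = activity above about 14%, limit read from the data; passing the limit was not always enough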;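 note: 0% = DMSO wells with 35 nM protein and 100% = DMSO wells with 750 nM protein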
Target sequence (P20393 whole entry, looked up): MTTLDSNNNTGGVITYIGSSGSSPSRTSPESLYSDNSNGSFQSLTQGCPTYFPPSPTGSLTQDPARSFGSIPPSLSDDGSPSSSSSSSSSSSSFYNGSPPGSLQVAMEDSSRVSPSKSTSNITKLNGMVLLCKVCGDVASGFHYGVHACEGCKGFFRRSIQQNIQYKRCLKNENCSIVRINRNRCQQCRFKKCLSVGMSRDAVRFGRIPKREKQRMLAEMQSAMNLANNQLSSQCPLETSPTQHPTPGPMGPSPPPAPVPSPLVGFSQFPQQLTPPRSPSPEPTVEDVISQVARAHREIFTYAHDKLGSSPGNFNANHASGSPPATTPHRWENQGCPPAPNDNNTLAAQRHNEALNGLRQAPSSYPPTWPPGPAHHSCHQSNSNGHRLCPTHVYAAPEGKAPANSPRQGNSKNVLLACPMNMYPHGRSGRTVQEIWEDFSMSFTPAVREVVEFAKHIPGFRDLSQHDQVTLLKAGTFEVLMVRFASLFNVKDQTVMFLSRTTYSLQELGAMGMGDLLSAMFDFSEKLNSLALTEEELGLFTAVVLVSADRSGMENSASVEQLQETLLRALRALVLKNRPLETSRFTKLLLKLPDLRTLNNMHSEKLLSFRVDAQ
HTRA1 inhibitor: inhibitors of human serine peptidase HTRA1. Q92743. recombinant HTRA1, FP-rhodamine activity-based probe, fluorescence polarization. inhibition, % at 5.96 µM. hit rate 0.5% among 340,000; in the data active = inhibition above about 36%;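 note: 0% = enzyme with DMSO and 100% = wells lacking enzyme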
ASAP1 GAP inh: ASAP1 ArfGAP inhibition; Q9ULH1; ASAP1-stimulated ARF1 GTP hydrolysis, GDP FP detection; inhibition, % at 16.5 µM; hit rate 0.19% among 360,000; AID 624377; in the data active = inhibition above about 25%;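 note: 0% = vehicle with enzyme and substrate and 100% = no enzyme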
PG9 Ab binder: small molecules binding HIV-1 gp120 antibody PG9. TR-FRET gp120-PG9 antibody binding. inhibition, % at 6.7 µM. hit rate 0.43% among 360,000; in the data active = inhibition above about 8.5%
NPR2 activator: GC-B (human) receptor activation | HEK293-GC-B cells, CNP EC30, cGMP TR-FRET; 0% at EC30 CNP, 100% saturating CNP | activation, % at 10 µM | hit rate 0.11% among 370,000 | AID 1920062;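 active = activation at 10 µM reaching about 35% in either raw or pattern-adjusted values, limit read from the data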
ARFGAP1 inh: inhibitors of rat ARFGAP1; AID 651572; Arfgap1-stimulated ARF1 GTP hydrolysis, GDP FP detection; Q62848; hit rate 0.26% among 360,000; inhibition, % at 16.5 µM;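 active = inhibition above a per-plate limit, mean inhibition of low control wells plus 3 SD, cut at about 25% in these data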;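 note: 0% = DMSO wells with enzyme and 100% = wells lacking Arfgap1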
Target sequence (Q62848 1-136 limits assumed): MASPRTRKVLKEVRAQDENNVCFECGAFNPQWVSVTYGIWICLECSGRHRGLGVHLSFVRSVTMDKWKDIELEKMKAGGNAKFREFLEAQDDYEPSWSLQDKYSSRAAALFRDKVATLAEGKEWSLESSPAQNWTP
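Material – truncated rat Arfgap1 GAP domain · Buffer or medium – HEPES-based buffer, pH 7.5 · Reagent – human ARF1(Δ1-17)-GTP substrate · Dosing – 16.5 µM single point, 1.26% DMSO · Schedule – GTP hydrolysis reaction 2 h at 25 °C · Technique – GDP detection by fluorescence polarization · Benchmarks – No-Arfgap1 wells (100%) versus DMSO full-reaction wells (0%) · Repeats – single replicate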
NPR1 activator: GC-A (human) enzyme activation; P16066; HEK293 GC-A cells, cGMP TR-FRET, EC30 ANP; 0% at EC30 ANP, 100% saturating ANP; activation, % at 10 µM; hit rate 0.14% among 370,000; AID 1671463; in the data active = activation above about 40%
Active calls of the source: *; x = no result given.

SMILES | SMARCA2 activ | mABHD4 FP | rCAG binder | NR1D1 modulator | HTRA1 inhibitor | ASAP1 GAP inh | PG9 Ab binder | NPR2 activator | ARFGAP1 inh | NPR1 activator
O=C(NC1CCN(S(=O)(=O)c2cccc(F)c2)CC1)c1cccc(F)c1 | 3 | -4 | -1 | -2 | 13 | 4 | -2.1 | -3 | -4 | -5
Cc1ccc(-n2c(N)cc(=O)nc2SCC(=O)N2CCN(c3ccccc3)CC2)cc1C | -1 | -1 | -7 | -4 | -7 | -6 | -0.1 | 1 | 6 | -1
COc1ccc(Oc2ncccc2NC(=O)c2cccc(C)c2C)cc1 | -2 | -6 | -3 | 1 | 3 | 5 | -0.7 | 1 | -4 | 2
Cc1cc([N+](=O)[O-])nn1CC(=O)Nc1ccc(Cl)cn1 | -3 | 4 | -2 | 3 | 3 | -2 | -3.9 | 2 | -6 | 2
CC(=O)Nc1ccc(NC(=O)COC(=O)c2ccc(S(=O)(=O)N(C)c3ccccc3)cc2)cc1 | 0 | -57 | 16 | -6 | -12 | 9 | -1.4 | -7 | 4 | -7
COC(=O)c1cnc(Nc2nc(C(N)Cc3ccc(OC)cc3)cs2)nc1C(F)(F)F (configuration not stated) | -2 | 6 | 19 | 6 | x | -3 | -0.1 | -2 | 11 | -6
O=S(=O)(CC(CN1CCCCC1)N1CCCCC1)c1ccc2ccccc2c1 (configuration not stated) | -7 | 1 | -6 | -4 | -16 | 12 | -0.5 | -19 | 2 | -37
COc1ccc(N(S(=O)(=O)c2ccccc2)S(=O)(=O)c2ccccc2)c(N)c1 | 1 | -3 | -1 | 0 | -14 | 1 | -2.8 | -4 | -2 | -2
N#CC1=C(N)Oc2cc(O)ccc2C1c1ccccc1 (configuration not stated) | 1 | -3 | -1 | 1 | -4 | 0 | 0.2 | 0 | 5 | 57*
Cc1cc(Nc2cccc(Br)c2)c2ccccc2n1 | -5 | 4 | 3 | -2 | -5 | 3 | -3.7 | -14 | 15 | -2
O=C1NCCCc2nc(Oc3ccccc3)sc21 | 3 | 4 | 1 | 2 | 2 | -8 | 1.0 | 6 | 5 | 4
O=C(Cn1cc(C(F)(F)F)ccc1=O)N/N=C/c1ccccc1 | 0 | 3 | -1 | -3 | -3 | 5 | -1.1 | -3 | 2 | 3
CCCCn1nc(C(=O)Nc2ccc3c(c2)OCCO3)c2ccccc2c1=O | 0 | -15 | 0 | 5 | -21 | -20 | -1.6 | -1 | 7 | -4
CN(C)C(=O)CCc1ccc2c3c([nH]c2c1)[C@]1(CCC2CCCC2)[C@@H](C(=O)N2CCOCC2)C[C@H](CC(=O)NCCc2ccccn2)C(=O)N1CC3 | 8.0* | -7 | 4 | 4 | 6 | -6 | 0.0 | 2 | 0 | 1
Cc1ccc(-c2cnc(C(O)c3ccc(Cl)c(Cl)c3)[nH]2)cc1 (configuration not stated) | 0 | -2 | 2 | 1 | x | 2 | 0.3 | -1 | 7 | -4
COc1ccc(C(=O)NCCc2ccc(C)cc2)cc1OC1CCN(C(C)=O)CC1 | 1 | 5 | -11 | 3 | 4 | 3 | -1.8 | -5 | 3 | 2
CC(C)C(NC(=O)C(C)N1C(=O)c2ccccc2C1=O)c1ccccc1 (configuration not stated) | 2 | 3 | 1 | -1 | -2 | 4 | 1.2 | 2 | 0 | -4
Cc1ccc(S(=O)(=O)CCC(=O)Nc2cccc(Cl)c2)cc1 | -4 | -3 | 1 | -1 | -12 | 0 | -0.4 | 0 | 9 | 0
CCN(CC)CCN(C(=O)c1cc2c(ccc3ccccc32)oc1=O)c1nc2cc3c(cc2s1)OCCO3 | -1 | 0 | 4 | 3 | -3 | 9 | -1.9 | 5 | 13 | -2
COC(=O)c1ccc(C)cc1C1CN=NC12Cc1cc(C)ccc1C2=O (configuration not stated) | -3 | 5 | 7 | 8 | -4 | -22 | -0.1 | -5 | 7 | -6
Cc1ccc(Cc2c(-c3cccc(Br)c3)nc3c(Cl)cc(C(F)(F)F)cn23)cc1 | 4 | -4 | 6 | 7 | x | -2 | 0.8 | -1 | 12 | 2
Cc1cc(C(=O)NCCc2ccc(S(N)(=O)=O)cc2)no1 | -1 | -5 | 0 | -4 | -5 | 1 | 0.4 | -1 | -11 | -1
CC(=O)Nc1ccc(S(=O)(=O)NCCC(=O)NCc2ccncc2)cc1 | -1 | 6 | 0 | 0 | -5 | -4 | -1.2 | -3 | -2 | 0
COc1cc(CNc2cccc(F)c2)cc(Br)c1O | 9.2* | 2 | 8 | -1 | 0 | 11 | -1.6 | -1 | 12 | -3
O=C(CSc1ncnc2ccccc12)NCCCO | -1 | 1 | 2 | -5 | 3 | -6 | -1.8 | 2 | -8 | -1
Further entries.
SMILES | SMARCA2 activ | mABHD4 FP | rCAG binder | NR1D1 modulator | HTRA1 inhibitor | ASAP1 GAP inh | PG9 Ab binder | NPR2 activator | ARFGAP1 inh | NPR1 activator
CN1CCN(C(c2ccc(Cl)cc2)c2cc(Cl)c3cccnc3c2O)CC1 (configuration not stated) | -3 | -1 | 7 | -6 | 43* | 9 | -1.9 | 3 | 1 | -10
Cc1nc(C(=O)N2CCCC(N3CCN(c4ccc(F)cc4)CC3)C2)cs1 (configuration not stated) | -5 | -4 | -1 | -7 | 1 | -5 | -0.6 | 0 | 5 | -2
COc1cccc(C(NC(C)=O)c2nc(-c3ccc(F)cc3OC)cs2)c1 (configuration not stated) | 2 | -17 | 0 | -3 | x | 9 | -1.2 | -18 | 5 | -6
C/C(CC(=O)Nc1ccccc1C(F)(F)F)=N\NC(=O)c1cnccn1 | 1 | -2 | 3 | 2 | 8 | -4 | -1.2 | 0 | 4 | -5
O=C1NC[C@H](Cc2ccccc2)N(CC2CCN(CCCCc3ccccc3)CC2)C1=O | 1 | 0 | -1 | 0 | 7 | -6 | -2.0 | 3 | 7 | 1
CCOC(=O)c1ccc(CC2SC(N)=NC2=O)cc1 (configuration not stated) | -2 | 0 | -3 | 2 | 3 | 4 | 1.0 | -5 | 19 | 1
CCc1cc(=O)oc2cc(C)cc(OCc3nn[nH]n3)c12 | 2 | -2 | 0 | 2 | 4 | -18 | -1.5 | 4 | 4 | -1
COc1cc(OC)cc(C(=O)N[C@H](C(=O)Nc2nc(-c3ccc(OC)c(OC)c3)cs2)C(C)C)c1 | -3 | -2 | 8 | -4 | -24 | 10 | -0.9 | 4 | -13 | -3
Cc1cccc2c(SCC(=O)NCC3CCCO3)nc(-c3ccc(F)cc3)nc12 (configuration not stated) | -3 | 3 | -2 | 0 | 3 | -1 | -0.1 | -4 | 7 | -5
COc1ccccc1/C=C/C(=O)Nc1nc(N)n(-c2ccccc2)n1 | -2 | 4 | 8 | -3 | 3 | 1 | -0.7 | -2 | -3 | -2
Cc1ccc(NC(=O)CCC(=O)N2CCOCC2)nc1 | -1 | 3 | -1 | -3 | -5 | -10 | -2.0 | 3 | -7 | 0
COc1ccc(/C=N/NC(=O)C(=O)/C=C2\NC3(CCCC3)Cc3ccccc32)cc1 | -6 | -23 | 13 | 7 | -78 | -3 | -1.4 | 3 | -11 | -5
O=C1CC(c2ccccc2)c2cccc(F)c21 (configuration not stated) | 3 | 2 | 2 | -4 | 0 | 3 | -2.3 | 0 | -6 | 1
Cc1cc(N/C=C\c2nnnn2-c2ccccc2)no1 | 3 | -5 | 1 | -5 | -5 | 0 | -1.9 | 0 | 5 | -2
CCC(CC)CN1CCN=C1Nc1ccccc1 | 1 | 2 | 1 | -1 | 4 | 11 | -0.7 | -4 | -5 | 0
COc1ccc(C(=O)OCC(=O)c2ccc(F)cc2)cc1OC | 7 | -3 | 0 | 0 | 4 | 1 | -0.6 | 0 | 4 | 4
CC(C(=O)NCCN1C(=O)S/C(=C\c2cccs2)C1=O)N1C(=O)c2ccccc2C1=O (configuration not stated) | -3 | 0 | 3 | 1 | -2 | -2 | -1.2 | 2 | 14 | 5
Cc1ccc(CNC(=O)Cn2cnc(C(=O)Nc3ccc(C)c(C)c3)n2)o1 | -2 | -5 | 3 | -8 | -1 | -6 | 1.5 | 3 | -1 | 4
Cc1ccc2c(NC(=S)NC(=O)c3ccccc3)cccc2n1 | 1 | -11 | 7 | 1 | -11 | 17 | 1.8 | -2 | 16 | -3
CC(C)C(OC(=O)c1cccs1)C(=O)NCc1ccc2c(c1)OCO2 (configuration not stated) | 2 | -2 | -5 | 8 | -6 | -5 | -2.3 | -1 | -1 | -7
O=C(CSc1nnc2scc(-c3ccccc3)n12)NCc1ccc2c(c1)OCO2 | -2 | 1 | -3 | -3 | 4 | 2 | -0.6 | -1 | -1 | 0
Cc1ccc(NC(=O)C2CC(O)CN2C(=O)Oc2ccccc2)c(C)c1 (configuration not stated) | -3 | 0 | 1 | 4 | -1 | 7 | 1.1 | 0 | -2 | 3
COC(=O)[C@]12C[C@H](CC(=O)NCc3ccc(C)o3)C(=O)N(CCc3ccc(OC)c(OC)c3)C1=C[C@H](COCc1ccccc1)O[C@@H]2C | 0 | -1 | 5 | -5 | x | x | x | 2 | x | 3
CC1CCCC(C)N1CCOc1cc(N)ccc1C#N (configuration not stated) | -2 | 0 | 4 | 4 | -5 | 6 | 0.0 | -2 | -8 | 1
Fc1cccc(Cl)c1Cn1nnc(-c2ccc3c(c2)OCO3)n1 | 2 | -6 | -4 | 1 | -20 | 12 | -1.3 | -2 | -1 | 1
Cc1ccc(-n2c(-c3ccc(Cl)cc3)c[n+]3c2CCC3)cc1 | -5 | 1 | 3 | -1 | 4 | -5 | -0.8 | 7 | -6 | 2
Cc1c(C=O)c2ccccc2n1CC(=O)O | -5 | -11 | -2 | 1 | 7 | -20 | 0.6 | 6 | -14 | 2
CCOC(=O)CSc1nc(C)cc2c1C(=O)OC2 | -2 | -2 | 2 | -5 | 0 | 1 | -3.4 | 5 | 3 | -1

Laid out differently: six of the compounds above
Compound	SMARCA2 activ	mABHD4 FP	rCAG binder	NR1D1 modulator	HTRA1 inhibitor	ASAP1 GAP inh	PG9 Ab binder	NPR2 activator	ARFGAP1 inh	NPR1 activator
CC(C(=O)NCCN1C(=O)S/C(=C\c2cccs2)C1=O)N1C(=O)c2ccccc2C1=O (configuration not stated)	-3	0	3	1	-2	-2	-1.2	2	14	5
Cc1ccc(CNC(=O)Cn2cnc(C(=O)Nc3ccc(C)c(C)c3)n2)o1	-2	-5	3	-8	-1	-6	1.5	3	-1	4
Cc1ccc2c(NC(=S)NC(=O)c3ccccc3)cccc2n1	1	-11	7	1	-11	17	1.8	-2	16	-3
CC(C)C(OC(=O)c1cccs1)C(=O)NCc1ccc2c(c1)OCO2 (configuration not stated)	2	-2	-5	8	-6	-5	-2.3	-1	-1	-7
O=C(CSc1nnc2scc(-c3ccccc3)n12)NCc1ccc2c(c1)OCO2	-2	1	-3	-3	4	2	-0.6	-1	-1	0
Cc1ccc(NC(=O)C2CC(O)CN2C(=O)Oc2ccccc2)c(C)c1 (configuration not stated)	-3	0	1	4	-1	7	1.1	0	-2	3
